# Screening data as filed in PubChem.
# M1 ag = human M1 muscarinic receptor agonists, primary screen, Fluo-8 calcium fluorescence, CHO-K1 cells, HTS; CHO-K1 hM1, agonist mode; 0% DMSO, 100% acetylcholine EC100; activation, % at 3 µM; 0.33% of 360,000 active; AID 588814, 2011;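 active = activation above the run's mean compound activation plus 3 SD, cut at about 16% in these data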;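 note: peak over basal fluorescence ratio within a 140 s kinetic read after compound addition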
# CHRM1 antagonist = human M1 muscarinic receptor antagonists, primary screen, CHO-K1 cells, Fluo-8 calcium fluorescence, 1536-well; Muscarinic acetylcholine receptor M1 (Homo sapiens), P11229; CHO-K1 hM1, ACh EC80 antagonist; inhibition, % at 3 µM; 1.3% of 360,000 active; AID 588852, 2011;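 active = percent inhibition above its own plate's cutoff, namely the mean of that plate's compound wells plus 3 SD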;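 note: peak over basal fluorescence ratio during 140 s after agonist addition; 0% = ACh EC80 plus DMSO and 100% = DMSO alone without agonist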
# OXTR potentiator = human OXTR potentiators, primary screen, fluorescence, CHO-OTR cells, Fluo-8 calcium. Oxytocin receptor (Homo sapiens), P30559. Fluo-8 calcium fluorescence, potentiator mode; 0% = oxytocin EC15, 100% = EC100. activation, % at 3 µM. 0.061% of 320,000 active. AID 2445, 2010;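 active = activation above that plate's cutoff, the mean activation of tested compounds plus 3 SD, cut at about 6.6% in these data, passing the limit was not always enough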;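 note: 100% uses oxytocin at 75 nM as the full agonist control; some results filed as inactive read as strong as hits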
# Target sequence (P30559 whole entry, looked up): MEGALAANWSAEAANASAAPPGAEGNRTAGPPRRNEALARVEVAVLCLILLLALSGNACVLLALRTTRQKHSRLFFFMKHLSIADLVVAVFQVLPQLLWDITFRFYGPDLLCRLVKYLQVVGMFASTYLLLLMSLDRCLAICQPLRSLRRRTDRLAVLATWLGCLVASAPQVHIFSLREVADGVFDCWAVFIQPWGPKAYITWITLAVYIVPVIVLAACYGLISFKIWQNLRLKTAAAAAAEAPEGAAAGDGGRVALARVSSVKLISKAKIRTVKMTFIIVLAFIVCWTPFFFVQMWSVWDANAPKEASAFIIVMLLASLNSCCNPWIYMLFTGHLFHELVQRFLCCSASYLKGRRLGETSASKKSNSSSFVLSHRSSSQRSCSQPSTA
#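 Material: human OTR in CHO cells. Compound: 3.0 µM, one dose. Timing: compound 6 min at room temperature before oxytocin, 100 s read. Evaluation: % activation of max/min ratio relative to oxytocin controls. Replication: single well per compound, singlicate. Signal: Fluo-8 calcium dye fluorescence.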
# TAAR1 antag = human TAAR1 antagonists, primary screen, Fluo-8 calcium fluorescence, CHO RD-HGA16 cells; antagonist; inhibition, % at 3 µM; 1.5% of 360,000 active;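 active = inhibition above a per-plate cutoff, the mean inhibition of test compounds on that plate plus 3 SD, cut at about 49% in these data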;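 note: 0% = DMSO plus EC80 beta-PEA response and 100% = DMSO alone without agonist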
#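 System: RD-HGA16 CHO cells with stable hTAAR1 and Gα16 | Probe or stimulus: EC80 β-phenethylamine stimulus | Dosing: 3 µM, single point | Times: Dye loading 75 min at 37 °C, then 30 min room temperature | Measured by: Fluo-8 calcium-sensitive fluorescence | Read-out basis: % inhibition of agonist calcium response | Replicates: n of 1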
# OXTR agonist = human OXTR agonists, primary screen, fluorescence, CHO-OTR cells, Fluo-8 calcium | Oxytocin receptor (Homo sapiens), P30559 | Fluo-8 calcium fluorescence; normalized: DMSO 0%, oxytocin 100% | activation, % at 3 µM | 0.32% of 320,000 active | AID 2435, 2010;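 active = activation above the mean of all tested compounds plus 3 SD, cutoff set per screening run, cut at about 20% in these data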;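 note: peak over basal fluorescence ratio from a 100 s FLIPR kinetic read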
# TAAR1 ag = human TAAR1 agonists, primary screen, Fluo-8 calcium fluorescence, CHO RD-HGA16 cells. vehicle wells 0%, saturating PEA agonist 100%. activation, % at 3 µM. 0.99% of 360,000 active;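 active = activation above the mean activation of all test compounds in the run plus 3 SD, cut at about 38% in these data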
#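 System: CHO-derived RD-HGA16 cells with stable Gα16 and human TAAR1 / Times: 17-24 h plating, Fluo-8 75 min 37 °C, 30 min RT / Technique: calcium-sensitive Fluo-8 signal, excitation 470-495, emission 515-575 nm / Measure: % activation relative to PEA EC100 response / Benchmarks: DMSO and PEA EC100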
# V1aR counter = agonists of human V1a receptor, primary screen, counter-screen for OXTR agonist project, fluorescence, CHO-V1R cells; Vasopressin V1a receptor (Homo sapiens), P37288; Fluo-8 calcium fluorescence, agonist mode; 0% DMSO, 100% 3 nM vasopressin; activation, % at 3 µM; 0.25% of 320,000 active;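 active = activation above the mean activation of all tested compounds plus 3 SD, per screening run, cut at about 20% in these data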;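 note: signal is peak over basal fluorescence ratio across a 100 second FLIPR read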
# Target sequence (P37288 whole entry, looked up): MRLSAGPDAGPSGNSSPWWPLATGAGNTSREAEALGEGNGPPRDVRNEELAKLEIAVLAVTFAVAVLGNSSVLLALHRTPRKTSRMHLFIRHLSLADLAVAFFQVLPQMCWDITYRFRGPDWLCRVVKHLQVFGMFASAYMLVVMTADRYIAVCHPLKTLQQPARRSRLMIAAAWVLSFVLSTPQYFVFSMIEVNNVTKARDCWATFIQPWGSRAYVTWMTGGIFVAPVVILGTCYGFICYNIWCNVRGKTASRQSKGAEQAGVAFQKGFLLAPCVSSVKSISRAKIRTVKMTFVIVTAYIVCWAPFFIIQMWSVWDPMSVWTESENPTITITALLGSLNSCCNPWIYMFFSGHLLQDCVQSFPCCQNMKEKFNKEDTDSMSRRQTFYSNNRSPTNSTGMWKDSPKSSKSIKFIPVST
# CHRM1 PAM = human M1 muscarinic receptor positive allosteric modulators, primary screen, CHO-K1 cells, Fluo-8 calcium fluorescence, 1536-well. Muscarinic acetylcholine receptor M1 (Homo sapiens), P11229. activation, % at 3 µM. AID 588819, 2011. CHO-K1 hM1, ACh EC20; 0% = ACh EC20, 100% = maximal ACh. 0.088% of 360,000 active; in the data active = activation above about 19%, passing the limit was not always enough
# CHO parental Ca = ATP-evoked calcium signal inhibitors, parental CHO, primary screen, counter-screen for OX1R antagonist project, cell-based, fluorescence, Fluo-8 calcium dye | 0.63% of 330,000 active | AID 463079, 2010 | parental CHO-K1, ATP-induced calcium, Fluo-8 fluorescence | inhibition, % at 5.6 µM;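 active = inhibition above that plate's mean sample inhibition plus 3 SD, cut at about 26% in these data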;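 note: 0% = ATP-challenged DMSO wells and 100% = DMSO wells without ATP; some compounds past the cut are filed as inactive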
#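 Measured by: calcium-sensitive Fluo-8 fluorescence / Test system: CHO parental line / Controls: ATP-challenged DMSO wells low, unchallenged DMSO wells high / Measure: % inhibition / Compound: single nominal dose of 5.6 µM per compound / Replicates: single well per compound, no replicates / Reagent: ATP as calcium-mobilizing challenge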
# Numbers without * were called inactive; / = no result given. The order is random; any-hit rate near 3.7%.
# Every second line gives: V1aR counter	OXTR potentiator	TAAR1 ag	CHRM1 antagonist	M1 ag	CHRM1 PAM	OXTR agonist	TAAR1 antag	CHO parental Ca
1) CC(NC(=O)CCC(=O)N1CCN(S(=O)(=O)c2ccc(Cl)cc2)CC1)c1ccccc1 (stereo not given)
→ 3.6	-11	1	9	-1	-4	6.8	-12	-23
2) CC(C)(C)Sc1ccc2nc3c(n2c1)CCCC3
→ 2.7	-1	10	1	-10	-5	-1.3	-13	-7
3) CCc1nc2c(OCc3cc(Cl)cc(Cl)c3)cccn2c1N(C)C(=O)Nc1ccccc1OC
→ /	/	-1	11	-5	-5	/	-17	/
4) O=C(Nc1ccccc1)N1CCN(c2nc3ccccc3s2)CC1
→ 5.6	-15	8	-2	-3	-2	5.1	20	-21
5) Cc1ccc(S(=O)(=O)Cc2ccc([N+](=O)[O-])cc2)cc1
→ -0.6	-11	-2	-14	-10	1	-0.9	5	7
6) CC(C)(C)c1cc(-c2nc(N)nc(N)n2)c(O)c(C(C)(C)C)c1
→ 0.6	-7	13	7	1	7	-0.4	-4	11
7) CCn1c(SCC(N)=O)nnc1-c1ccco1
→ -0.4	-3	0	3	0	7	0.7	21	0
8) CCSc1ncc(Cl)c(C(=O)Nc2ccccc2OC)n1
→ -0.2	2	2	-14	-3	4	-2.6	-33	-21
9) O=C(O)CSc1nc2ccc(Br)cc2[nH]1
→ /	/	1	14	0	-8	/	-11	/
10) COc1ccc(N2C(=O)CC(N3CCN(c4ccccc4OC)CC3)C2=O)cc1 (stereo not given)
→ 0.2	-4	1	-1	-7	-2	-1.1	6	-6
11) CC(=O)c1sc2nc(C)c3c(c2c1N)CCCC3
→ -1.1	-2	0	-8	-8	2	-3.2	-17	-18
12) COCC(=O)Nc1cc(C(=O)Nc2cccc(C)c2C)ccc1Cl
→ -1.2	0	10	-8	-12	-33	-0.8	-11	-3
13) COCCCn1c(=O)c2ccccc2n(Cc2cccc(C)c2)c1=O
→ -1.5	-6	2	18	-1	-7	-1.9	-8	-16
14) O=C(NCc1ccco1)C1CC(=O)N(c2ccc(O)cc2)C1 (stereo not given)
→ 1.1	-5	8	-15	-2	1	0.4	-3	27
15) COc1ccc(NC(=O)COC(=O)CCc2ccccc2)c(OC)c1
→ 3.2	0	-3	4	2	12	-0.8	-4	18
16) Cc1cc(NC(=O)COC(=O)c2ccc(Cl)cc2)no1
→ /	/	3	-9	1	6	/	-12	/
17) Cc1cccc(NC(=O)NNS(=O)(=O)c2ccc(F)cc2)c1
→ 0.2	-2	1	-10	-4	9	-1.1	-2	-12
18) Cc1ccc(NC(=O)CN2C(=O)NC(C)(c3ccc(Cl)cc3)C2=O)cc1S(=O)(=O)N1CCOCC1 (stereo not given)
→ 0.2	-8	5	10	-5	-3	0.4	11	0
19) Cc1cc(C)nc(SCCn2c(N3CCCCC3)nc3c2c(=O)n(C)c(=O)n3C)n1
→ 0.0	-14	3	-2	-3	5	-1.0	-12	-14
20) Cc1ccc(Sc2ccc(N)cc2C#N)cc1
→ 0.7	-11	-3	-6	-5	-1	-2.1	13	-8
21) Cc1ccc(CCNc2ncnc(Cl)c2N)cc1
→ /	/	7	29	4	-12	/	22	/
22) Cc1cc(C)c(NC(=O)NC(=O)C(Cl)(Cl)Cl)c(C)c1
→ 1.0	1	2	10	-3	1	0.7	-20	21
23) Clc1cncc(Cl)c1N/N=C/c1ccccc1
→ -0.3	2	10	5	-7	0	-2.7	-2	-23
24) COC(=O)CSc1nc2nc(-c3cccs3)cc(C(F)(F)F)c2c(=O)[nH]1
→ 1.3	0	0	-10	-1	3	0.3	-10	-1
25) CCOc1cc(C2CC(=O)NC3=C2C(=O)C(C(=O)OC)C(C)C3)cc(Cl)c1O (stereo not given)
→ 0.7	-3	2	-7	-1	6	-0.3	11	-7
26) COCCn1c(SCC(=O)N2CCOCC2)nc2ccccc2c1=O
→ 0.5	-2	2	-15	-2	12	0.7	-12	-4
27) Cc1c2c(nc3ccccc13)CCC(C)C2 (stereo not given)
→ -1.7	3	12	-8	-14	5	-2.4	-17	-13
28) CCCS(=O)(=O)NC(=O)C1(C)CCN(C(=O)c2cncc(Br)c2)C1 (stereo not given)
→ /	/	3	-2	1	1	/	-29	/
29) O=C(Cn1cc([N+](=O)[O-])cn1)Nc1ccc(Cn2cc(Br)cn2)cc1
→ 4.4	-8	12	6	-4	-10	3.7	4	0
30) COc1cccc(OC)c1C(=O)N1CCN(Cc2ccncc2)CC1
→ 0.1	-6	17	-24	1	9	-0.6	-4	2

# Only CHRM1 PAM and OXTR agonist, for 2 of the compounds above:
No. | mol | CHRM1 PAM | OXTR agonist
28 | CCCS(=O)(=O)NC(=O)C1(C)CCN(C(=O)c2cncc(Br)c2)C1 (stereo not given) | 1 | /
29 | O=C(Cn1cc([N+](=O)[O-])cn1)Nc1ccc(Cn2cc(Br)cn2)cc1 | -10 | 3.7

# The results go on:
# Every second line gives: V1aR counter	OXTR potentiator	TAAR1 ag	CHRM1 antagonist	M1 ag	CHRM1 PAM	OXTR agonist	TAAR1 antag	CHO parental Ca
31) Cc1ccccc1C1CC(c2cccs2)Nc2nnnn21 (stereo not given)
→ 0.9	-15	5	-1	-4	8	0.0	-4	-7
32) O=C1NNC(=O)C2C3C=CC(C4CC34)C12 (stereo not given)
→ 0.2	-4	2	3	-6	3	0.0	3	0
33) O=S(=O)(c1ccc(Cl)s1)N1CCNCC1
→ 1.8	-3	11	-18	-8	13	1.4	27	9
34) COc1cc(CC(=O)Nc2cccc(S(=O)(=O)N(C)c3ccccc3)c2)cc(OC)c1OC
→ 8.5	-11	6	7	0	-9	9.8	26	3
35) COc1ccc(/C=C2/C(=O)N(CC3CCCO3)C(=S)N2C)c(OC)c1 (stereo not given)
→ -0.8	-9	3	8	-6	-9	-1.1	7	-25
36) CCc1ccccc1NC(=O)CSc1n[nH]c(C)c1[N+](=O)[O-]
→ 5.8	-9	10	-8	-1	3	4.2	2	-3
37) O=C(NCc1ccco1)c1ccc(-c2ccc3nccn3c2)cc1
→ /	/	0	-2	-3	0	/	2	/
38) CC(=O)Nc1c(C(=O)N2CCOCC2)sc2nc3c(cc12)COC(C)(C)C3
→ 1.3	2	3	-21	0	5	2.4	-5	2
39) C[C@@H]1O[C@@H](O[C@@H]2C(=O)c3c(O)cc(O)cc3O[C@H]2c2ccc(O)c(O)c2)[C@H](O)[C@H](O)[C@H]1O
→ 0.9	0	7	-2	-2	1	0.8	1	-4
40) C=CCC[C@@H](Cc1ccc(F)cc1)C(=O)OCCNC(=O)[C@@H](CC=C)CC(=O)N[C@H](CO)Cc1ccccc1
→ 5.8	-9	25	11	1	-12	6.2	47	-11
41) COc1ccc(-c2csc3ncnc(N4CCN(S(=O)(=O)c5cccc(F)c5)CC4)c23)cc1
→ 0.6	0	0	-13	-1	10	0.1	3	-47
42) CCCCC(=O)Nc1nn(CC)c2nc3c(C)cccc3cc12
→ -1.1	-11	-2	-15	-5	6	-1.3	-14	-14
43) C/C(=N\NC(=O)c1nn(C)c(C)c1Br)c1ccc(NC(=O)c2ccccc2F)cc1
→ 2.6	-4	2	8	-4	-4	0.8	-20	-17
44) CC(C)c1ccc(NC(=O)C2C3C=CC4(O3)C2C(=O)N(CCCN2CCOCC2)C4C(=O)NC2CCCCC2)cc1 (stereo not given)
→ 0.1	-11	-1	-7	-6	6	-0.2	-15	-13
45) C[C@@H]1CN([C@H](C)CO)C(=O)c2cc(NS(=O)(=O)c3cn(C)cn3)ccc2O[C@H]1CN(C)C(=O)Nc1ccccc1
→ 0.9	-4	6	3	-6	2	1.8	-3	-2
46) COc1cc2c(cc1OC)C(C)N(C(=O)c1cc3ccccc3o1)CC2 (stereo not given)
→ -0.8	-1	15	-5	-10	3	-1.3	-4	-26
47) O=C(CCn1c(=O)[nH]c2ccsc2c1=O)NCc1ccc(F)cc1
→ 0.6	-1	1	-13	-2	8	0.7	-9	-3
48) O=C(Nc1cccc(Cl)c1Cl)c1ccccc1NC(=O)C1CC=CCC1C(=O)O (stereo not given)
→ /	/	1	-13	-1	8	/	-11	/
49) COc1ccc(N(C)S(=O)(=O)c2cccc3cccnc23)c(OC)c1
→ 1.9	-8	13	21	0	-13	-0.3	32	0
50) O=C(NCCCN1CCCC1=O)NC1CCCCC1
→ 0.5	-13	2	-6	0	7	1.6	-7	-5
51) CC(C)Cn1c(N)c(C(=O)COC(=O)/C=C/c2cccs2)c(=O)n(C)c1=O
→ 11	-10	7	9	5	-5	15	-1	16
52) O=C(CN1CCN(C(=O)C2CCN(C(=O)/C=C/c3ccccc3)CC2)CC1)Nc1ccccc1Cl
→ /	/	3	-17	-3	12	/	-9	/
53) CN(CC(=O)Nc1cccc(F)c1)C(=O)CN1C(=O)NC2(CCCCC2)C1=O
→ 0.5	-3	1	-29	1	15	0.2	-13	7
54) CCOc1cc2c(C#N)c(N3CCCC3)nc(N)c2c(N)n1
→ 0.0	-9	8	-9	-1	6	-0.2	8	3
55) Cc1c(NC(=O)N(C)c2ccccc2)c(=O)n(-c2ccccc2)n1C
→ 0.5	-10	1	-2	-2	2	-0.3	-27	-1
56) N/C(=N\OC(=O)CCc1ccccc1)c1ccc(Br)cc1
→ -0.9	-6	4	-1	-5	0	-1.0	-17	2
57) O=C(NCc1ccco1)c1ccc(N2CCCC2=O)cc1
→ 0.1	-5	3	5	-5	1	-0.2	-9	-10
58) Cn1c(=O)c2c(nc(SCCN3CCOCC3)n2Cc2ccccc2)n(C)c1=O
→ -0.3	-1	3	3	-5	-2	-0.1	16	8
59) CCOc1ccccc1N1CCN(c2nc3ccccc3nc2C(C#N)C(=O)OC)CC1 (stereo not given)
→ -0.3	-7	4	-1	-3	2	2.3	6	-12
60) COc1cccc2c(=O)c3ccoc3n(C)c12
→ 0.1	-2	0	-9	-1	5	-1.6	10	0
61) CN(C)c1ccc(NC(=O)CSc2nc3ccccc3c(=O)n2CC2CCCO2)cc1 (stereo not given)
→ 0.1	-1	-5	-8	-8	6	-0.1	3	-25
62) COc1cc(CCC(=O)N2CCN(S(=O)(=O)c3ccc(C)c(C)c3)CC2)cc(OC)c1OC
→ -0.8	-5	/	-14	-5	8	0.1	/	-25
